# MBNL1-CUG inh – blocks human MBNL1 binding to CUG repeat RNA; actives 0.036% (n = 280,000); Potency, µM (highest dose often 57.5 µM), for inactives: top-dose activity change, negative = inhibition, most hits filed as inhibitors; Q9NR56; TR-FRET MBNL1-His/biotin-(CUG)12 binding, 665/545 ratio; active means well fitted inhibition curve with a large enough effect in the signal ratio, with a control signal flat, not every such curve was filed as active; inconclusive means small, poorly fitted or top-dose-only effect, or effect the other way, or a change in a side signal; inactive means no such curve, though single readings can be large or run the other way; the % refers to the signal ratio; further: on the % scale 0 is the no-effect control and ±100 the full control effect
#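 TR-FRET between His-tagged MBNL1 and biotin-(CUG)12 RNA, detected with Tb anti-His antibody (0.055 ng/ul) and streptavidin-XL665 (5 nM), 60 min at room temperature. Compounds titrated 92 nM to 58 uM; 665/545 nm ratio normalized to buffer and complex controls.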
# ELG1 genotoxic – inducers of genotoxicity in HEK293T ELG1-luciferase cells | HEK293T ELG1-luciferase reporter, luminescence, 16 h | actives 1.3% (n = 330,000) | Potency, µM (top dose mostly 46 µM), inactives show at the top dose activity change, positive = activation, hits mostly activators; further: % of control where 0% means no effect; nearly all actives have a fitted effect of over 60% in size
#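 Step 1: seed 2,000 HEK293T ELG1-luciferase cells per well. Step 2: add compound or DMSO, incubate 16 hr at 37 °C. Step 3: ONE-Glo, 30 min at room temperature, read luminescence.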
# uPA surface inh – cell surface uPA generation inhibition | cell surface uPA generation assay, qHTS | Potency, µM (titrated, usually from 38.3 µM), without a hit: top-dose activity change, negative = inhibition, usual class: inhibitors | actives 0.31% (n = 330,000) | AID 540303; active means well fitted inhibition curve with a large enough effect; inconclusive means small, poorly fitted or top-dose-only effect; inactive means no such curve, though single readings can be large or run the other way; tested in mouse RAW 264.7 cells; further: on the % scale 0 is the no-effect control and ±100 the full control effect; nearly all actives have a fitted effect of over 55% in size
# RORgamma inh – inhibitors of mouse ROR gamma transcriptional activity; P51450; Drosophila S2 Gal4-RORgamma UAS-luciferase reporter, 20 h; Potency, µM (titrated, usually from 53.6 µM), inactives show at the top dose activity change, negative = inhibition, hits mostly inhibitors; actives 5.4% (n = 310,000); AID 2551; further: on the % scale 0 is the no-effect control and ±100 the full control effect; nearly all actives have a fitted effect of over 60% in size
# Target sequence (P51450 whole entry, looked up, the tested form may be a part): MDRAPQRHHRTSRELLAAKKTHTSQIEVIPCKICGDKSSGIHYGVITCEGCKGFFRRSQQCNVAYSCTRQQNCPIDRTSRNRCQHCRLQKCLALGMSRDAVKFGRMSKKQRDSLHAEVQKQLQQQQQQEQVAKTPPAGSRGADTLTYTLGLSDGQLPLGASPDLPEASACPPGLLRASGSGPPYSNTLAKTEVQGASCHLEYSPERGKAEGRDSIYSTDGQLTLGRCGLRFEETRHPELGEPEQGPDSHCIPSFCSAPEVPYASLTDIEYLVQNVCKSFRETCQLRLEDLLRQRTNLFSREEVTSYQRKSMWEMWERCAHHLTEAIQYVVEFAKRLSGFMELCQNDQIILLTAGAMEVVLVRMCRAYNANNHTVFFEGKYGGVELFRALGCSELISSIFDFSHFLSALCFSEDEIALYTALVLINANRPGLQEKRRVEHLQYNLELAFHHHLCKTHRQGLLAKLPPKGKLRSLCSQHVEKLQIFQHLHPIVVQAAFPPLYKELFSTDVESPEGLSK
#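 Luminescence from a UAS-regulated Photinus luciferase reporter in stably transfected Drosophila Schneider cells is measured; decreased signal marks ROR gamma inhibition. Fusion expression is induced by 700 uM copper sulfate for 20 hr.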
# BRCA1 expr up – BRCA1 expression activation; MCF7-BRCA1-FFLuc reporter, luminescence, 48 h; response scale: scaled: vehicle 0%, 10 µM genistein 100%; Potency, µM (top dose mostly 46.1 µM), without a hit: at the top dose activation, most hits filed as activators; actives 1.1% (n = 380,000); AID 624202; further: nearly all actives have a fitted effect of over 80% in size; some results filed as inactive show a strong effect at the top dose
#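 MCF7-BRCA1-FFLuc cells, 2000/well in phenol-red-free MEM, attached 2 h then treated 48 h at 37 C. Luciferase luminescence read 15 min after reagent; normalized to genistein maximum activation (10microM) and DMSO, concentration-response fitted.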
# MLL CXXC-DNA inh – MLL CXXC-DNA interaction inhibition; Q03164; MLL-CXXC / FITC-HOXA9 DNA fluorescence polarization; Potency, µM (top dose mostly 115 µM), inactives show at the top dose activity change, negative = inhibition, actives largely listed as inhibitors; actives 0.037% (n = 290,000); active means well fitted inhibition curve with a large enough effect in the polarisation, with a control signal flat, not every such curve was filed as active; inconclusive means small, poorly fitted or top-dose-only effect, or effect the other way, or a change in a side signal; inactive means no such curve, though single readings can be large or run the other way; the % refers to the polarisation
#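 Steps: dispense CXXC domain solution (7 uM) → pin compounds or unlabeled HOX-A9 DNA control → 5 min ambient → add FLSN-HOX-A9 solution (50 nM) → spin → 30 min ambient → fluorescence polarization. Tris pH 7.5/NaCl/DTT/BSA buffer.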
# NPC1 prom act – NPC1 promoter activation | Huh7 NPC1 promoter luciferase reporter, 24 h | Potency, µM (series often up to 9.22 µM), without a hit: at the highest dose activation, usual class: activators | actives 2.4% (n = 320,000);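 further: % of control where 0% means no effect; nearly all actives have a fitted effect of over 60% in size; reporter is driven by a mutant NPC1 promoter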
#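 Stably transfected Huh7 (NPC1 promoter→luciferase), 1500 cells/well in Opti-MEM + 10% FBS, 2 h settle, then compound 24 h at 37 °C. Luminescence after 10 min with Amplite reagent.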
# Rab9 prom act – activators of Rab9 promoter | Huh7 Rab9 promoter-luciferase reporter, luminescence, 24 h | Potency, µM (highest dose often 9.22 µM), for inactives: at the top dose activation, negative = inhibition, most hits filed as activators | actives 2.8% (n = 320,000); further: % of control where 0% means no effect; nearly all actives have a fitted effect of over 60% in size
#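 Promoter activation is measured as luciferase luminescence in Huh7 cells stably transfected with a Rab9 promoter–luciferase construct, following 24 h compound exposure at 37 °C and 10 min reagent incubation at ambient temperature.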
# VP16 counter – counter-screen for ROR gamma inhibitors: Gal4-VP16 reporter | Drosophila S2 Gal4-VP16 UAS-luciferase, luminescence, 20 h | Potency, µM (top dose mostly 53.6 µM), for the others: at the top dose activity, negative = inhibition, hits mostly inhibitors | actives 3.5% (n = 310,000) | AID 2546;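 further: Gal4-VP16 expression switched on by copper sulfate through the metallothionein promoter; on the % scale 0 is the no-effect control and ±100 the full control effect; nearly all actives have a fitted effect of over 50% in size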
# FLuc modulator – inhibits or activates purified firefly luciferase, miR-21 counter-screen; AID 588342; Potency, µM (highest dose often 57.5 µM), for the others: at the top dose activity change, negative = inhibition, hits mostly inhibitors; P08659; actives 6.9% (n = 360,000); purified FLuc, Km substrates, luminescence inhibition;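 further: plate controls were vehicle for no effect and reference inhibitor for full effect; nearly all actives have a fitted effect of over 55% in size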
# Target sequence (P08659 whole entry, looked up): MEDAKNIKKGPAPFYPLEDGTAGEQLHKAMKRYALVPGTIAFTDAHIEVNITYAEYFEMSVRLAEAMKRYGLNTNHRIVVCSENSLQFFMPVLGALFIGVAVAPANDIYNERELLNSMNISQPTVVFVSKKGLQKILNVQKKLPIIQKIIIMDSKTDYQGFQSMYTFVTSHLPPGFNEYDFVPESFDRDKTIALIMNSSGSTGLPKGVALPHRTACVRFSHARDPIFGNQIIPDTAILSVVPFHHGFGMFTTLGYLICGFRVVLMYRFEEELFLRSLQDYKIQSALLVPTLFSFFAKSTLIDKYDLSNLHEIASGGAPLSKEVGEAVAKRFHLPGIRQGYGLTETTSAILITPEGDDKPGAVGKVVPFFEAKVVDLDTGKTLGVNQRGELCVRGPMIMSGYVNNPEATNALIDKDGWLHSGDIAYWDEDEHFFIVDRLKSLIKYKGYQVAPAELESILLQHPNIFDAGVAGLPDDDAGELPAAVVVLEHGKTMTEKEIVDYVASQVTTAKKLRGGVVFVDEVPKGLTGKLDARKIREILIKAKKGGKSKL
#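 Purified P. pyralis luciferase, 10 nM final, with Km-level 10 uM D-luciferin and 10 uM ATP in 50 mM Tris acetate pH 7.5, 10 mM Mg acetate, 0.01% Tween-20, 0.05% BSA; 6-point qHTS titration about 60 µM downward; luminescence read.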
# p53 reactivator – restores transcriptional activity of mutant p53. actives 0.063% (n = 320,000). H1299 p53-A138V BP100-luciferase reporter, luminescence, 24 h. Potency, µM (titrated, usually from 92.2 µM), without a hit: top-dose activity change, positive = activation, hits mostly activators. AID 504706; further: % of control where 0% means no effect; nearly all actives have a fitted effect of over 45% in size
#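 H1299 (p53-null), stable ts p53-A138V + BP100-Luc; 1000 cells/well, Opti-MEM/10% FBS; cpd 4 pt, 1:5; 24 h, 37 deg C, 5% CO2; detection reagent 10 min RT; luminescence.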
# * = called active by the depositor; ? = inconclusive; · = no result given; [ ] = remark or other dose. Unless noted, the call rests on the fitted dose curve; in most records, active means well fitted curve in the direction sought with a large enough effect; inconclusive means small, poorly fitted or top-dose-only effect, or another doubt; inactive means no such curve, though single readings can be large; an effect the other way counts as inactive or inconclusive. Potency means the concentration at half of the fitted maximal effect.
# Sequence of screens: ELG1 genotoxic | MBNL1-CUG inh | MLL CXXC-DNA inh | BRCA1 expr up | Rab9 prom act | uPA surface inh | FLuc modulator | RORgamma inh | p53 reactivator | VP16 counter | NPC1 prom act
O=C(CCN1CCOCC1)N1CCCC(Nc2ccc(F)cc2)C1 (configuration not stated)
    0.0% | -5.3% | -0.1% | 1.2% | -5.5% | 2.4% | 0.3% | -20.3% | 1.0% | -0.9% | -0.3%
Fc1ccccc1Nc1nc(Cl)nc(Cl)n1
    -10.4% | -6.8% | -3.3% | -6.7% | -6.1% | 5.3% | 1.7% | -3.8% | 7.2% | 0.8%[10 µM] | 0.4%
Cc1ccc(CNC(=O)C(=O)NCC2OCCN2C(=O)c2cccs2)cc1 (configuration not stated)
    -0.1% | -23.5% | -4.9% | -24.6% | -3.8% | 2.9% | 2.0% | 22.8% | -8.4% | -4.8% | -1.7%
Cc1cc(C)nc(/N=C(\N)Nc2ccc(S(=O)(=O)Nc3nc(C)cc(C)n3)cc2)n1
    0.3% | -3.6% | 4.0% | · | 2.0% | · | 3.0% | -18.0% | -0.6% | -3.2% | -1.2%
COc1ccc(C2=NS(=O)(=O)N(C)C(C(=O)N(C)Cc3ccccc3)=C2)cc1
    -0.5% | 8.3% | 6.4% | -22.8% | -11.1% | -7.2% | 2.0% | 10.9% | · | -13.4% | 2.4%
O=C(CN1CCCCCC1)Nc1ccccc1
    1.5% | -0.4% | 0.6% | 2.5% | -2.3% | 0.0% | -0.3% | 6.0% | -0.5% | 5.6% | 6.7%
CC1(C)CC(NC(=O)C(=O)NCCc2ccc(Cl)cc2)CC(C)(C)N1
    -0.8% | -0.2% | 12.1% | 0.0% | -10.5% | 2.1% | 2.0% | -4.9% | 8.4% | -5.8% | -0.1%
O=C1SC(Cc2ccccc2)C(=O)N1c1ccccc1 (configuration not stated)
    0.9% | -7.6% | 1.2% | -7.0% | -1.8% | 2.0% | -0.4% | -3.6% | -0.9% | -20.4% | 2.0%
O=C(NNc1nc2cc3c(cc2s1)OCO3)c1ccc(F)cc1
    -3.2% | ? | -6.9% | 10.9% | 12.8% | 8.5% | ? | 1.26µM* | ? | ? | 3.1%
Cc1ccc(C(C[N+](=O)[O-])c2c(C)[nH]n(-c3ccccc3)c2=O)cc1 (configuration not stated)
    7.3% | ? | -1.9% | -25.0% | 0.2% | -13.5% | ? | ? | -18.4% | ? | -1.8%
Cc1ccccc1NC(=S)N/N=C/C(C)c1ccccc1 (configuration not stated)
    -0.3% | · | 0.4% | -22.3% | -1.3% | -2.1% | -13.7% | 1.78µM* | -1.8% | 8.91µM* | -14.2%
COc1ccc(N(C(=O)CNC(=O)c2cccs2)C(C(=O)NCC2CCCO2)c2ccccc2)cc1 (configuration not stated)
    -10.3% | 2.3% | -1.2% | -4.3% | -4.1% | -2.0% | -1.5% | 2.7% | -2.8% | -0.5% | -2.2%
Cc1cc(C(=O)COC(=O)c2ccc[nH]c2=O)c(C)n1-c1ccccc1
    0.82µM* | -8.6% | 1.7% | 53.9% | 0.282µM* | -7.0% | 1.69µM* | 12.6µM* | ? | 0.447µM* | 0.316µM*
COc1ccc(-c2cc(C(F)(F)F)n3ncc(C(=O)NCC4CCCO4)c3n2)cc1 (configuration not stated)
    9.1% | 7.4% | 7.6% | 4.5% | -5.8% | -0.4% | 3.1% | 6.2%[0.365 µM] | -4.2% | · | -1.5%
COc1ccc(CCN2CC(C(=O)NC3CCCCC3)CC2=O)cc1OC (configuration not stated)
    -5.2% | -5.0% | 6.4% | 7.1% | -0.1% | 6.1% | -4.8% | 12.1% | 2.8% | 11.9% | 5.5%
CCN(CC(=O)Nc1ccccc1OC)C(=O)/C=C/c1cccs1
    10.3% | · | · | -11.5% | -3.8% | -4.0% | 1.0% | · | -1.2% | · | -1.4%
Cc1ccc([N+](=O)[O-])cc1NC(=O)C(C)Sc1nnc(C)n1CC1CCCO1 (configuration not stated)
    -1.0% | ? | 10.3% | 3.3% | -1.2% | -1.7% | -1.6% | -1.8% | 4.6% | 2.6% | -4.2%
COc1ccc(N(CC(=O)NC2CCCCCC2)S(=O)(=O)c2c(C)nn(C)c2C)cc1
    -4.9% | -9.2% | 8.9% | -30.2% | -1.3% | -3.6% | 6.4% | 8.9% | 4.2% | 0.0% | 4.1%
CC(=O)OCC(=O)Nc1ccccc1OC(F)F
    -2.0% | 0.5% | 1.7% | 11.8% | -8.0% | 2.8% | -0.5% | -4.5% | 2.6% | 12.4% | -8.8%
CCOC(=O)N1CCC(N(C(=O)Nc2ccc(CC)cc2)C(C)CC)CC1 (configuration not stated)
    1.6% | 0.6% | 11.7% | 24.7% | -3.9% | 9.8% | 3.1% | ? | 13.3% | 10.3% | -1.9%
C=CCNC(=S)NN=C1CCC(c2ccccc2)CC1 (configuration not stated)
    3.4% | ? | 8.5% | -16.6% | 1.3% | -1.5% | ? | 12.6µM* | -0.4% | 20µM* | -4.0%
O=C(C1CCCO1)N1CCN(C(=S)Nc2ccc(Cl)cc2)CC1 (configuration not stated)
    -0.8% | · | -4.6% | -16.7% | 3.4% | -2.5% | 0.3% | -0.7% | 3.1% | -12.0% | 1.0%
COc1cccc(/C=N/n2c(N)c(S(=O)(=O)c3cccs3)c3nc4ccccc4nc32)c1
    0.2% | -9.8% | -1.8% | 10.6%[1.84 µM] | -10.2% | 4.2% | 6.9% | -19.6% | 13.8% | -2.0% | -5.5%
C/C(=N\NC(=S)Nc1ccc(C)c(C)c1)c1ccc(N2CCOCC2)cc1
    -0.9% | -7.6% | 29.7% | -14.1% | -1.1% | 11.0% | -21.3% | 14.1µM* | -0.1% | ? | 11.2%
COC(=O)c1c(NC(=O)C2CC(=O)NN2Cc2ccccc2)sc(C)c1C (configuration not stated)
    1.1% | -2.0% | 0.1% | -15.1% | 0.1% | 3.0% | 3.5% | 12.1% | -2.3% | -8.6% | -7.6%
COc1ccc(C(=O)OCC(=O)NC23CC4CC(CC(C4)C2)C3)c(OC)c1OC
    -3.7% | · | · | -9.9% | 0.1% | -3.8% | 3.4% | · | -5.8% | · | -8.5%
CC(=O)C1C(=O)C=C(c2ccco2)CC1c1ccccc1 (configuration not stated)
    -7.2% | ? | -4.9% | -8.7% | 1.1% | -2.4% | 6.5% | -37.6% | -8.3% | 1.9% | -2.2%
COc1ccc(-n2c(SCC(=O)NCc3ccco3)nnc2-c2c[nH]c3ccccc23)cc1
    -14.8% | 1.4% | 9.0% | -3.6% | 1.6% | 0.8% | 3.5% | ? | -5.7% | 21.5% | 1.2%
CC12CCC(C(=O)Nc3ccc(SC(F)F)cc3)(CC1=O)C2(C)C (configuration not stated)
    -5.7% | -2.0% | -10.0% | -7.1% | -3.7% | -38.0% | 1.2% | 23.7% | -1.5% | -1.9% | 0.7%
COc1ccc(/C=N/NC(=O)CCn2cnc3ccccc32)cc1
    -0.5% | 12.3% | 4.6% | -14.8% | 0.4% | -1.2% | ? | 12.6µM* | -2.1% | ? | 13.1%
C=CCn1c(SCC(=O)Nc2cccc(S(=O)(=O)N(C)c3ccccc3)c2)nnc1C1CC1
    -4.0% | · | · | -20.2% | -1.0% | 2.2% | 4.1% | · | -2.9% | · | 0.1%
CN1CCN(S(=O)(=O)c2cccc(C(=O)N(C)C(c3ccccc3)c3ccccc3)c2)CC1
    0.5% | · | · | -21.9% | -1.6% | ? | -0.8% | · | -0.8% | · | -2.9%
S=C(NCC1CCCO1)Nc1ccc(Cl)c(Cl)c1 (configuration not stated)
    -2.2% | -3.5% | 2.6% | 79.8% | 27.5% | 1.2% | ? | 3.55µM* | -1.9% | ? | 6.0%
CC(C)Oc1ccc(C2CC(=O)N(c3cccc(/C=C/C(=O)O)c3)C2=O)cc1 (configuration not stated)
    0.5% | 2.9% | 1.9% | 13.7% | -3.8% | 2.4% | 23.9µM* | -4.0% | 2.2% | 5.8% | 0.1%
O=C(COC(=O)CC1CC2CCC1C2)Nc1ccc(Cl)c(S(=O)(=O)N2CCOCC2)c1 (configuration not stated)
    2.9% | · | · | -15.7% | -2.4% | -8.7% | 2.2% | · | 28.9% | · | -6.6%

# Bioassay records from PubChem.

# A portion of the library. The share of hits here may be higher or lower than overall.
